Assay outcomes (PubChem BioAssay)
HUVEC tox IL1B: toxic to HUVEC cells under IL-1B stimulation. AID 845. HUVEC cell count loss, Hoechst imaging, IL-1B stimulated. cell count reduction, % at 2 µM. hit rate 0.41% among 94,000;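 active = cell count reduction more than 3 SD above the screen-wide mean, cut at about 70% in these data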;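 note: normalized per plate to untreated control cells as the no-loss baseline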
CYP2C19 activ: activators of human cytochrome P450 2C19; recombinant CYP2C19, luciferin-H EGE luminescence; active compounds read high; 0 = fully inhibited enzyme, 1 = untreated enzyme; activation factor at 5 µM; 96,000 tested, under 10 active;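 active = activation factor of at least 2 at 5 µM in the primary screen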;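 note: 0 = wells with 2.5 mM tranylcypromine and 1 = vehicle-only wells; values of inactives mirror those of a sister screen read the other way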
Target sequence (P33261 whole entry, looked up): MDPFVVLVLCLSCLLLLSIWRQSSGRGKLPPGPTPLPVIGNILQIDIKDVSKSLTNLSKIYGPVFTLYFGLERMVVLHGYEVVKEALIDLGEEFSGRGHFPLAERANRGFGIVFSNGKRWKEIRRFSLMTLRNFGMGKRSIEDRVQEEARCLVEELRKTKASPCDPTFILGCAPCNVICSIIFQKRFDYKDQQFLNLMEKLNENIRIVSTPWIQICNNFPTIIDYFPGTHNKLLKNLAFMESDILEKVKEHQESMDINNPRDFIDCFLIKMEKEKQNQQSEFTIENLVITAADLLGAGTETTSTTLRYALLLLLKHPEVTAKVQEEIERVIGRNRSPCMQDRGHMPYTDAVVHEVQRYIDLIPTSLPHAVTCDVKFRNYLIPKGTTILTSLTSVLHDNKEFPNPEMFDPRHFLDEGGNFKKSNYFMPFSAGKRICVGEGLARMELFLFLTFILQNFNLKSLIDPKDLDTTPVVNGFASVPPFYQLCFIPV
Calb biofilm kill: kills Candida albicans biofilms. inhibition, % at 6 µM. hit rate 0.14% among 85,000. C. albicans biofilm + clotrimazole, Alamar Blue;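 active = inhibition above 20%; inactive = inhibition below 20%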;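 note: preformed 24 hr biofilms exposed to compound for 48 hr; 0% = biofilm without compound and 100% = blank killed by clotrimazole plus chlorhexidine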
DAT uptake mod: changed human dopamine transporter uptake under cocaine IC80. LLC-PK1 hDAT cells, [14C]-dopamine uptake with cocaine IC80; actives deviate in either direction. B-score at 10 µM. hit rate 1.3% among 110,000. AID 449768;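 active = Z score or B-score, a plate-position-corrected score, falls beyond the plate's 99.7% confidence bounds, in either direction; inactive = both scores lie inside the 99.7% bounds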;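 note: scored against the spread of the other compound wells on the same plate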
VCAM1 TNFa inh: reduces TNF alpha induced VCAM1 expression in HUVEC; HUVEC TNFa-induced VCAM-1 immunofluorescence, high-content imaging; inhibition, % at 2 µM; hit rate 0.48% among 95,000;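 active = inhibition above the batch mean plus 3 SD, with images confirmed as a hit by eye, cut at about 37% in these data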;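 note: 0% = TNF-stimulated DMSO wells and 100% = unstimulated control wells; not every result past the cut was called active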
TNFa cytotox: toxic to HUVEC cells under TNF alpha stimulation; AID 848; cell count reduction, % at 2 µM; HUVEC TNFalpha-stimulated, Hoechst cell count, imaging; hit rate 0.17% among 93,000;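 active = cell count reduction exceeding the screen mean by over 5 SD, scaled to untreated wells per plate, cut at about 78% in these data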;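 note: cells counted after 24 h of TNF alpha exposure following the 1 h pretreatment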
CYP2C9 inhib: human CYP2C9 inhibition | AID 777 | CYP2C9 Supersomes, luciferin-H conversion, luminescence | hit rate 20% among 96,000 | inhibition, % at 5 µM;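 active = blocking of liver enzyme CYP2C9 beyond about 50% at 5 µM, limit read from the data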; note: values of inactives mirror those of a sister screen read the other way
Target sequence (P11712 whole entry, looked up): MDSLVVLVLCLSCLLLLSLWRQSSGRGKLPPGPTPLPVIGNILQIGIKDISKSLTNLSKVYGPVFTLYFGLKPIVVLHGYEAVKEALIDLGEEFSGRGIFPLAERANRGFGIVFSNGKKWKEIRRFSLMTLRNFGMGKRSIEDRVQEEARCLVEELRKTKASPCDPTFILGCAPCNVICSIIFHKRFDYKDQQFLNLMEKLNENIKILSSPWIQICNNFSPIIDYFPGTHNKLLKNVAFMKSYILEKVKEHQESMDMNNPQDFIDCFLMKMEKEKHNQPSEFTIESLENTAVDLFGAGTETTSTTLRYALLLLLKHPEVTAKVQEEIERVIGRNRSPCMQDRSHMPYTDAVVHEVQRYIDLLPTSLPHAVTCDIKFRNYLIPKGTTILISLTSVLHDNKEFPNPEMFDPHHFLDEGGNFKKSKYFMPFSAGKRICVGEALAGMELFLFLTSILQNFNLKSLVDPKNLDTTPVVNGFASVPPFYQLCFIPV
CYP2C9 activ: increases human cytochrome P450 2C9 activity; P11712; recombinant CYP2C9, luciferin-H conversion, luminescence; active compounds read high; factor 1 = untreated enzyme, 0 = blocked; activation factor at 5 µM; hit rate 1.4% among 96,000; AID 1024;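 active = activation factor of 2 or more for CYP2C9 at a 5 µM dose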;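 note: 0 = sulfaphenazole-blocked wells and 1 = vehicle-only wells; values of inactives mirror those of a sister screen read the other way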
CYP2C19 inhib: inhibitors of human CYP2C19; P33261; CYP2C19 Supersomes, luciferin-H EGE luminescence, 30 min; inhibition, % at 5 µM; hit rate 21% among 96,000;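 active = CYP2C19 inhibition above a set limit at 5 µM in the primary screen, cut at about 50% in these data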;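 note: plate controls were negative control wells for no effect and 2.5 mM tranylcypromine positive control for full effect; values of inactives mirror those of a sister screen read the other way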
Numbers without * were called inactive; . = no result given.

no. | Structure | HUVEC tox IL1B | CYP2C19 activ | Calb biofilm kill | DAT uptake mod | VCAM1 TNFa inh | TNFa cytotox | CYP2C9 inhib | CYP2C9 activ | CYP2C19 inhib
1 | O=C(NCCCn1ccnc1)c1cc(-c2ccc(Cl)cc2)nc2ccccc12 | -40 | 0.1 | . | 0.29 | -7 | 2 | 98* | 0 | 90*
2 | CC(=O)NC(C(=O)NCC(N)=O)C(C)C (stereo unspecified) | -4 | 1 | 2 | -0.66 | 15 | -2 | -6 | 1.1 | -4
3 | O=c1cc(O)nc2n1CCCS2 | 1 | 1.1 | 8 | -1.7 | -22 | 2 | -5 | 1 | -8
4 | O=C1c2ccccc2S(=O)(=O)N1CC(O)COc1ccc(Br)cc1 (stereo unspecified) | -32 | 0 | -1 | -0.035 | 10 | -12 | 69* | 0.3 | 100*
5 | COc1ccccc1-n1c(SCC(=O)N(C)C2CCS(=O)(=O)C2)nc2ccccc2c1=O (stereo unspecified) | . | 1 | -8 | -0.023 | . | . | -6 | 1.1 | 1
6 | COc1ccc(C2Nc3ccccc3C(=O)N2c2ccc(C)cc2)cc1Cn1nnc2ccccc21 (stereo unspecified) | -1 | 0.5 | . | 0.75 | -71 | . | 81* | 0.2 | 51*
7 | COc1cccc(NC(=O)N2CCC(C(N)=O)(N3CCCCC3)CC2)c1 | 12 | 1.1 | 0 | -0.051 | 10 | -6 | -15 | 1.1 | -14
8 | Oc1[nH]c2ccccc2c1C=NCC1CCCO1 (stereo unspecified) | . | 1 | 8 | 0.69 | 7 | -2 | -11 | 1.1 | -3
9 | O=C1CC(N2CCC(c3nc4ccccc4o3)CC2)C(=O)N1c1ccc(Cl)cc1 (stereo unspecified) | -13 | . | 6 | . | 7 | -1 | . | . | .
10 | Cc1cccc(C)c1NC(=S)NNc1ncc(C(F)(F)F)cc1Cl | -26 | 0.2 | . | -0.47 | 35 | -7 | 13 | 0.9 | 75*
11 | Cc1ncsc1C(=O)N1N=C2/C(=C/c3ccc(N4CCOCC4)cc3)CCCC2C1c1ccc(N2CCOCC2)cc1 (stereo unspecified) | -1 | 1 | . | -0.17 | 17 | -20 | -5 | 1.1 | -4
12 | O=C(NC1CCCC1)C(c1ccsc1)N(C(=O)Cc1cccs1)c1cccc(F)c1 (stereo unspecified) | 7 | 1 | . | -0.17 | 9 | . | 8 | 0.9 | 3
13 | Cc1ccc(/C(N)=N/OC(=O)COc2ccccc2Cl)cc1 | 17 | 0.7 | . | -0.12 | -2 | -21 | 11 | 0.9 | 27
14 | O=C1NC(c2ccc3c(c2)OCO3)Nc2ccccc21 (stereo unspecified) | 2 | 0.4 | 2 | -9.7e-05 | 6 | -3 | 17 | 0.8 | 62*
15 | O=C(Nc1ccccc1)OCc1cc(-c2ccccc2Cl)on1 | -58 | 1 | . | . | 0 | 4 | 0 | 1 | 4
16 | Cc1ccc(/C=N/NC(=O)c2c[nH]c3ccccc23)s1 | -4 | 0.8 | . | 0.56 | -10 | 4 | 14 | 0.9 | 19
17 | Cc1ccc(-n2c(Cc3cccs3)nnc2SCC(=O)Nc2ccc(F)c(F)c2)cc1 | -46 | 1.1 | 6 | 0.013 | 13 | -33 | 14 | 0.9 | -13
18 | O=C(CN1C(=O)CCS(=O)(=O)c2ccccc21)NCc1ccc2c(c1)OCO2 | . | 0.1 | 2 | 0.85 | . | . | 2 | 1 | 90*
19 | CCOC(=O)c1cc2c(C(F)(F)F)cc(-c3cccnc3)nc2o1 | 11 | 0.9 | 7 | -0.021 | 6 | 28 | 17 | 0.8 | 12
20 | C=CCNC(=O)c1onc(CSc2ccc(F)cc2)c1C(=O)NCCOC | -14 | 0 | . | 0.47 | 2 | -3 | 22 | 0.8 | 98*
21 | Cc1ccc(S(=O)(=O)NCCCCCC(=O)N(C)C)cc1 | -51 | 0.9 | 6 | -0.015 | . | . | 1 | 1 | 14
22 | COc1cc(NC(=O)C2CCCN2C(=O)C2CCC(C)CC2)cc(OC)c1OC (stereo unspecified) | -2 | 0.5 | . | 0.059 | 3 | -5 | 12 | 0.9 | 49
23 | COc1ccc(CNC(=O)c2ccc3nccnc3c2)cc1 | 11 | 0.9 | 1 | -0.38 | -9 | -13 | 2 | 1 | 8
24 | COc1ccccc1C(=O)N/C(=C\c1ccc(Br)cc1)C(=O)NCCO | 2 | 0.9 | . | 0.3 | 8 | -16 | 11 | 0.9 | 13
25 | COCCn1nnnc1C(c1cc2cccc(C)c2[nH]c1=O)N1CCN(c2ccccc2F)CC1 (stereo unspecified) | -8 | 1.1 | 3 | 2 | 13 | -13 | 6 | 0.9 | -5
26 | CC(=O)c1cc2c(cc1NC(=O)CCc1ccccc1)OCO2 | -24 | 0.6 | -2 | -0.28 | 5 | -10 | -11 | 1.1 | 42
27 | Cc1cc(NC(=O)c2ccc(S(=O)(=O)N(C)C)cc2)n(-c2ccccn2)n1 | -8 | 0.9 | . | -0.74 | -4 | -11 | -33 | 1.3 | 9
28 | O=C(O)C1CCCN1S(=O)(=O)c1ccc(Cl)c(Cl)c1 (stereo unspecified) | -16 | 0.9 | 5 | 0.55 | -27 | -8 | -61 | 1.6 | 13
29 | COc1ccc(-c2nn(-c3ccccc3)cc2/C=N/NC(=O)c2ccc3c(c2)OCO3)cc1 | -50 | 0.6 | . | . | 0 | -14 | 70* | 0.3 | 37
30 | Cc1nc2ncnn2c(N2CCCC(C(=O)Nc3ccc4c(c3)CCC4)C2)c1C (stereo unspecified) | . | 0.5 | -1 | 2.1 | . | . | 66* | 0.3 | 48
31 | CCn1c(SCC(=O)C(C)(C)C)nnc1-c1cnccn1 | 1 | . | -2 | 0.48 | 8 | -12 | . | . | .
32 | FC(F)(F)COc1nc(OCC(F)(F)F)nc(N2CCN(c3ccccc3)CC2)n1 | 2 | 1 | -1 | -0.41 | 8 | -4 | 30 | 0.7 | 2
33 | Clc1cccc(-c2cc3nc4c(c(N5CCOCC5)n3n2)CCCC4)c1 | . | 0.3 | 1 | 0.65 | . | . | 89* | 0.1 | 70*
34 | O=C(NNS(=O)(=O)c1ccccc1[N+](=O)[O-])c1ccc(O)cc1 | -7 | 0.6 | 3 | -1 | 15 | -10 | 68* | 0.3 | 40
35 | CC(=O)c1c(C)nn(C(=O)N2CCOCC2)c1C | . | 1 | 12 | -1.3 | . | . | -2 | 1 | -4
36 | O=C(NCCCN1CCN(CCCNC(=O)c2ccccc2F)CC1)c1ccccc1F | -10 | 1.1 | -1 | 0.16 | 0 | . | -31 | 1.3 | -14
37 | O=C(c1ccccc1)c1ccccc1N/C=C/c1nnnn1-c1ccccc1 | 8 | 0.3 | . | . | 0 | -6 | 46 | 0.5 | 73*
38 | COc1ccc(/C=C2\SC(=O)N(CCNC(=O)C3CC(=O)N(c4ccccc4)C3)C2=O)cc1 (stereo unspecified) | 23 | 0.8 | . | 0.012 | -16 | 4 | 59* | 0.4 | 16
39 | CC(C)OCC(O)CSc1ccccn1 (stereo unspecified) | -3 | 0.9 | 6 | -0.92 | -5 | -6 | -14 | 1.1 | 14
40 | COCCNC(=O)CN1C(=O)CSc2ncccc21 | 22 | . | 17 | 0.2 | 11 | -2 | . | . | .
41 | CC(=O)c1cccc(NC(=O)c2cc3ccccn3n2)c1 | -50 | 1 | 11 | . | 11 | -19 | -35 | 1.4 | -2
42 | CCOc1ccc(N2CSC3=C(C#N)C(c4ccco4)CC(=O)N3C2)cc1 (stereo unspecified) | 1 | 0.9 | 5 | -0.071 | 4 | -16 | 33 | 0.7 | 7
43 | CC(=O)Nc1cccc(NC(=O)Nc2ccc(C(C)=O)cc2)c1 | -62 | 1.1 | 6 | -0.44 | 10 | 9 | -21 | 1.2 | -10
44 | O=C(CN1C2=NCCN2c2ccccc21)c1ccc2c(c1)OCO2 | -28 | 1.2 | 8 | 0.49 | -44 | -12 | -3 | 1 | -16
45 | OC(COCc1ccccc1)CN1CCN(c2ccccc2F)CC1 (stereo unspecified) | -24 | 1 | 10 | -0.27 | 14 | -19 | 0 | 1 | -2
46 | COC(=O)c1cccc(S(=O)(=O)N(Cc2ccco2)Cc2cc3cc(OC)ccc3[nH]c2=O)c1 | 7 | 0.8 | 4 | -0.64 | 3 | 7 | 23 | 0.8 | 24
47 | CC(C)OC(=O)C(C)Oc1ccc(C(=O)NCCc2ccccc2)cc1 (stereo unspecified) | 23 | 0.8 | 4 | -7.1* | 4 | -2 | 18 | 0.8 | 15
48 | Cc1ccc2nc(SCC(=O)O)nc(C)c2c1 | 1 | 1.2 | 9 | 0.11 | 1 | 5 | -11 | 1.1 | -19
49 | O=C(Cn1cccc1C(=O)c1ccccc1)NCc1ccc2c(c1)OCO2 | -56 | 0.5 | 7 | 0.67 | -22 | -29 | 34 | 0.7 | 55*
50 | CCN(CC)CCCN1C(=O)C(=O)/C(=C(/O)c2ccc3c(c2)OCCO3)C1c1ccc(C)o1 (stereo unspecified) | . | 1 | 1 | . | . | . | -1 | 1 | 4
51 | Cc1ccc2nc(-c3ccc(Br)o3)oc(=O)c2c1 | 0 | 0.9 | 7 | -1.3 | 4 | -23 | 8 | 0.9 | 8
52 | Cc1ccc(C)c2c1sc(=NC(=O)CN1C(=O)CCC1=O)n2C | 8 | 1.3 | 4 | -0.094 | 15 | -23 | -27 | 1.3 | -25
53 | CS(=O)(=O)N(CC(=O)NCc1ccncc1)c1cc(Cl)cc(Cl)c1 | 7 | 0 | 6 | -0.55 | 14 | -20 | 87* | 0.1 | 100*
54 | O=C(CCN1CCCCC1)Nc1ccc(Br)cc1 | -13 | . | 8 | -1.5 | 15 | -5 | . | . | .
55 | O=C(CSC1=NC(=O)C(Cc2ccccc2)C(=O)N1)NC1CCCCC1 (stereo unspecified) | 7 | 0.7 | -1 | -0.12 | -5 | 4 | 25 | 0.8 | 30
56 | CCOC(=O)C1C(=O)CC(C)(O)C(C(=O)OCC)C1c1ccc(Br)o1 (stereo unspecified) | -41 | 0.8 | 6 | -0.99 | 10 | -5 | -4 | 1 | 18
57 | COc1ccccc1N1CCN(C(=O)CCNS(=O)(=O)c2ccc3c(c2)CCC(=O)N3)CC1 | -3 | 1.1 | 5 | -0.23 | 3 | -4 | -10 | 1.1 | -14
58 | COC(=O)c1cc(NC(=O)C2COc3ccccc3O2)cc(C(=O)OC)c1 (stereo unspecified) | -2 | 0.4 | 1 | 0.86 | 8 | 6 | 73* | 0.3 | 63*
59 | COc1ccc([C@H]2[C@@H](C#N)[C@H](C#N)N3CCCN23)cc1 | -26 | . | 12 | -1.4 | -36 | -28 | . | . | .
60 | Cc1ccc(SCC(=O)NCCN2C(=O)CSC2=O)cc1C | 20 | 0 | . | -0.6 | -6 | 13 | -28 | 1.3 | 97*

(continued)
no. | Structure | HUVEC tox IL1B | CYP2C19 activ | Calb biofilm kill | DAT uptake mod | VCAM1 TNFa inh | TNFa cytotox | CYP2C9 inhib | CYP2C9 activ | CYP2C19 inhib
61 | CCOC(=O)Cc1csc(NS(=O)(=O)c2ccc(F)cc2)n1 | -3 | 1 | . | -0.59 | 6 | -8 | 50* | 0.5 | 2
62 | Cc1ccc(N(C)C(=O)C2CCN(S(=O)(=O)c3ccc4c(c3)oc(=O)n4C)CC2)cc1 | 2 | 0.9 | . | 0.61 | 1 | -17 | -9 | 1.1 | 7
63 | CS(=O)(=O)N1CCN(C(=O)Cc2cccs2)CC1 | -4 | 0.8 | 7 | 0.13 | 12 | -7 | 7 | 0.9 | 16
64 | N#Cc1ccccc1Sc1ccccc1C(=O)Nc1ccc(Br)cc1 | -16 | 0.6 | . | . | -33 | -26 | 46 | 0.5 | 44
